Bioassay records from PubChem.
GPR35 arrestin U2OS: GPR35 antagonists blocking zaprinast-driven arrestin recruitment, primary screen, imaging, U2OS, beta-arrestin-GFP, zaprinast agonist (AID 2058); 0.052% of 290,000 active; U2OS GPR35 beta-arrestin-GFP translocation imaging, zaprinast antagonism; higher % means a stronger effect; G-protein coupled receptor 35 (Homo sapiens); inhibition, % at 10 µM; hits with a dose series show IC50 in µM;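 active = inhibition of at least 50% with at least 30 cells and total cytoplasm GFP at most 10,000,000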
NOD1 NF-kB reporter: NOD1 signaling inhibitors, primary screen, cell-based, luminescence, uHTS (AID 1578); NOD1-driven NF-kB luciferase reporter cells, luminescence; higher % means a stronger effect; inhibition, % at 4 µM, or EC50 in µM where a hit was titrated; 1% of 290,000 active; in the data active = inhibition mostly above about 36%, no sharp cut-off; inactive = mostly below about 34%;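 note: HEK-293T reporter cells stimulated with the NOD1 agonist gamma-tri-DAP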
KOR beta-arrestin-1: KOR agonists, beta-arrestin recruitment, primary screen, cell-based, luminescence, uHTS (AID 1777). KOR beta-arrestin recruitment, luminescence; higher % means a stronger effect. one-dose activation, % at 10 µM; EC50 in µM for titrated hits. 0.02% of 280,000 active. Kappa-type opioid receptor (Homo sapiens); in the data active = activation above about 50%, passing the limit was not always enough; note: a part of the inactive calls stands beside numbers as strong as those of hits
K1F lysis inhibition: inhibition of K1F phage lysis, E. coli UTI89, bacterial capsule biogenesis inhibitors, alamar blue (AID 488966); E. coli UTI89 K1F phage lysis, alamar blue, 2 h; higher % means a stronger effect; inhibition, % at 100 µM; hits with a dose series show IC50 in µM; 0.02% of 340,000 active;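 active = phage lysis inhibition, versus mean bacterial control, above a set limit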;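 note: capsule biogenesis inhibitors block K1F phage lysis so surviving cells raise fluorescence; higher fluorescence means more inhibition of phage lysis; actives were called in the ten point dose series up to 300 µM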
KOR beta-arrestin-2: KOR antagonists, beta-arrestin recruitment, cell-based, luminescence, uHTS (AID 1778). Kappa-type opioid receptor (Homo sapiens). KOR beta-arrestin recruitment, luminescence, antagonist mode; higher % means a stronger effect. inhibition, % at 10 µM, or IC50 in µM where a hit was titrated. 0.091% of 290,000 active; in the data active = inhibition above about 50%; note: strong numbers were not always called active
NTR1 agonist: agonists of NTR1, primary screen, imaging, U2OS cells, beta-arrestin-GFP, high content (AID 493036) | activation, % at 20 µM | 0.17% of 330,000 active | NTR1-U2OS beta-arrestin-GFP spot imaging, agonist mode | Neurotensin receptor type 1 (Homo sapiens), P30989;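 active = activation at or above 40% of the spot to cytoplasm intensity ratio, with at least 20 cells analyzed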;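 note: 0% = DMSO without peptide and 100% = 100 nM NTR1 peptide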
Target sequence (P30989 whole entry, looked up): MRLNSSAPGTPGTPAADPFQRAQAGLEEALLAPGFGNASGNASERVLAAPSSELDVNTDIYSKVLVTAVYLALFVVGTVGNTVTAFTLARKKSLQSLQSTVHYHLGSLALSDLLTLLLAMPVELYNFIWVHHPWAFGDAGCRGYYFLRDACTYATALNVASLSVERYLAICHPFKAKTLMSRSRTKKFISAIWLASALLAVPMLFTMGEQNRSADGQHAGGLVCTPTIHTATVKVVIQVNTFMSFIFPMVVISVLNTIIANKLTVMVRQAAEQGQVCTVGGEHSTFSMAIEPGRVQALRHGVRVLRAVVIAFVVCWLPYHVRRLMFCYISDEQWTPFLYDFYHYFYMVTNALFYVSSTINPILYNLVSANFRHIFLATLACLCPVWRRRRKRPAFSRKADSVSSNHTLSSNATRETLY
MgcRacGAP inhibition: MgcRacGAP GTPase-activating activity inhibitors, confirmation, biochemical, ADP Hunter fluorescence; Rac GTPase-activating protein 1 (Homo sapiens); MgcRacGAP-stimulated Rac1 GTP hydrolysis, ADP Hunter fluorescence; higher % means a stronger effect; GST-tagged Rac1 F28L mutant substrate; inhibition, % at 30 µM, or IC50 in µM where a hit was titrated; 0.6% of 340,000 active; AID 624330, 2012;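 active = first-screen hits whose inhibition reached a set limit at any dose in the follow-up dose series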;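 note: fluorescence reports GDP produced by GAP-driven GTP hydrolysis; strong numbers were not always called active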
GPR55 beta-arrestin: GPR55 agonists via beta-arrestin recruitment, primary screen, imaging, U2OS cells, beta-arrestin-GFP redistribution (AID 1961); G-protein coupled receptor 55 (Homo sapiens); U2OS GPR55 beta-arrestin-GFP redistribution imaging; higher % means a stronger effect; activation, % at 10 µM, or EC50 in µM where a hit was titrated; 0.048% of 290,000 active;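 active = activation above 40% with more than 50 cells counted in the well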;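 note: U2OS osteosarcoma cells stably expressing GPR55 and beta-arrestin-GFP; plate controls were DMSO negative control for no effect and LPI positive control for full effect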
GPR55 LPI antagonism: GPR55 antagonists blocking LPI-driven arrestin recruitment, primary screen, imaging, U2OS, beta-arrestin-GFP, LPI agonist (AID 2013); U2OS GPR55 beta-arrestin-GFP translocation imaging, LPI antagonism; higher % means a stronger effect; G-protein coupled receptor 55 (Homo sapiens); inhibition, % at 10 µM, or IC50 in µM where a hit was titrated; 0.13% of 290,000 active;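 active = spots per cell inhibited over 60%, with over 100 cells counted and total cytoplasm intensity under 500,000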;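 note: U2OS cells stably carrying GPR55 and arrestin-GFP stimulated by 5 µM LPI near EC80; imaged beta-arrestin-GFP aggregate spots per cell after agonist stimulation; plate controls were LPI-stimulated DMSO wells for no effect and DMSO wells without LPI for full effect; some results filed as inactive read as strong as hits; confirmed hits need IC50 under 10 µM and bright autofluorescent wells are also inconclusive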
NTR1 agonist cell count 20 µM: also measured in NTR1 agonist; calls as there; cell count; measured here: cell count, cytotoxicity flag
* marks the source's active call; other numbers are inactive results; . = no result given; [ ] = remark or other dose. Some of the compounds tested, so the mix of outcomes need not match the whole.

1) CN(CCc1ccccn1)C(=O)c1ccc(OC(F)(F)F)cc1
2) CCn1cc(C(=O)NCCCOC)c2cc(OC)c(OC)cc2c1=O
3) CNC(=S)Nc1ccc(Br)cc1
4) CC(C)C[C@H](NC(=O)CCCn1nnc2ccccc2c1=O)C(=O)O
5) COc1ccc(OC)c(NC(=O)CN(C)S(=O)(=O)c2ccc(Cl)cc2)c1
6) CCn1cc(C2=NC(C(C)C)CO2)c2ccccc21 (stereo not given)
7) CCCOc1ccc(-c2cnc(N)s2)cc1
8) CCOC(=O)CSc1nnc(-c2ccccc2NC(=O)c2ccccc2)o1
entry no.,1,2,3,4,5,6,7,8
GPR35 arrestin U2OS,5%,4%,-3%,6%,5%,-11%,10%,12%
NOD1 NF-kB reporter,-12%,-36%,-11%,1%,-6%,-11%,-28%,-17%
KOR beta-arrestin-1,2.3%,4.1%,2.6%,-1.6%,-4.8%,-5.7%,-1.8%,2.8%
K1F lysis inhibition,-0.4%,-1.4%,1.3%,2.2%[50 µM],-0.2%,2.4%,0.2%,-0.8%[50 µM]
KOR beta-arrestin-2,-23%,-28%,18%,4%,-4%[20 µM],19%,-13%,-38%
NTR1 agonist,-1.9,-0.6,-1.1,0.3,-1.5,-3.1,2.8,0.5
NTR1 agonist cell count 20 µM,43,83,49,52,44,60,50,50
MgcRacGAP inhibition,-7%,-3%,1%,6%,2%,11%,7%,-8%
GPR55 beta-arrestin,1.4%,-0.1%,0.5%,-0.1%,-0.1%,0.2%,0.3%,-0.1%
GPR55 LPI antagonism,-12%,1%,11%,0%,3%,0%,4%,2%

The final 2 records of the section before open the next one:
7) CCCOc1ccc(-c2cnc(N)s2)cc1
8) CCOC(=O)CSc1nnc(-c2ccccc2NC(=O)c2ccccc2)o1
9) O=C(CCCn1c(=S)[nH]c2ccsc2c1=O)NCc1ccco1
10) COC(=O)Cc1ccc(NC(=S)NCCSc2ccc(Cl)cc2)cc1
11) Cc1ccc(C)c(-c2cc(C(=O)NNC(=S)NCC(C)C)c3ccccc3n2)c1
12) CCOC(=O)c1cc(CC)sc1NC(=O)COC
13) COC(=O)C1=C(N)OC2=C(C(=O)CC(C)(C)C2)C1c1cccnc1 (stereo not given)
14) COc1ccc(-n2nc(C(=O)NCC(=O)N3CC(C)CC(C)C3)c3ccccc3c2=O)cc1 (stereo not given)
15) CC(C)(C)C(=O)NC1(C(F)(F)F)NC(=O)N(Cc2ccccc2)C1=O (stereo not given)
16) COc1ccc(CNC(=O)Nc2cc(C)cc(C)c2)cc1
entry no.,7,8,9,10,11,12,13,14,15,16
GPR35 arrestin U2OS,10%,12%,2%,-9%,-17%,-19%,9%,-6%,17%,7%
NOD1 NF-kB reporter,-28%,-17%,-2%,1%,-14%,-25%,16%,-31%,21%,8%
KOR beta-arrestin-1,-1.8%,2.8%,-0.9%,-0.1%,-0.4%,4.2%,3.0%,-1.7%,1.7%,1.5%
K1F lysis inhibition,0.2%,-0.8%[50 µM],-0.8%,-1.0%,3.6%[50 µM],0.3%,0.0%,0.1%,-1.1%,0.0%[50 µM]
KOR beta-arrestin-2,-13%,-38%,-7%,8%,29%,-17%,20%,-12%,4%,1%
NTR1 agonist,2.8,0.5,-0.8,3.5,1.3,0.7,-1.6,-0.5,1.7,1.0
NTR1 agonist cell count 20 µM,50,50,74,58,84,75,91,41,45,56
MgcRacGAP inhibition,7%,-8%,3%,-4%,6%,10%,8%,4%,9%,12%
GPR55 beta-arrestin,0.3%,-0.1%,0.0%,-0.3%,-0.2%,0.0%,-0.1%,0.6%,0.8%,-0.1%
GPR55 LPI antagonism,4%,2%,11%,-6%,7%,-1%,-4%,6%,12%,-8%

3 compounds already listed, arranged by the value under KOR beta-arrestin-1, falling:
nr	structure	KOR beta-arrestin-1
13	COC(=O)C1=C(N)OC2=C(C(=O)CC(C)(C)C2)C1c1cccnc1 (stereo not given)	3.0%
15	CC(C)(C)C(=O)NC1(C(F)(F)F)NC(=O)N(Cc2ccccc2)C1=O (stereo not given)	1.7%
4	CC(C)C[C@H](NC(=O)CCCn1nnc2ccccc2c1=O)C(=O)O	-1.6%

Next results follow:
17) COc1cc(N=Cc2c(O)c3ccccc3oc2=O)c(OC)cc1Cl
18) COc1cc2[nH]c3c(N4CCN(c5ccc(Cl)cc5)CC4)ncnc3c2cc1OC
19) Cc1cccn2c(CNCCSc3nccn3C)c(C(=O)N3CCCCC3)nc12
20) O=C(Nc1ccccc1C(=O)N1CCCCCC1)c1ccccc1
21) Cc1ccc2c(c1)cc(C(=O)NCc1ccccc1)n2C
22) O=C(O)c1ccc2c(c1)N(Cc1ccccc1)C(=O)c1ccccc1S2=O (stereo not given)
23) Cc1[nH]c2ccccc2c1-c1ccc(Cl)nn1
24) CN1C(=O)C(CC(=O)Nc2ccccc2)S/C1=N/c1nccs1 (stereo not given)
entry no.,17,18,19,20,21,22,23,24
GPR35 arrestin U2OS,13%,5%,6%,-5%,-11%,-11%,16%,7%
NOD1 NF-kB reporter,-10%,-12%,-10%,-5%,41%,-19%,-20%,-7%
KOR beta-arrestin-1,.,14%,-2.5%,-0.6%,-1.9%,-2.8%,1.5%,-1.9%
K1F lysis inhibition,1.1%,0.2%,0.0%,-0.2%,0.1%,-0.3%,-0.6%,0.4%
KOR beta-arrestin-2,-39%[20 µM],-6%,-21%,8%,-22%,18%,-32%,5%
NTR1 agonist,3.1,9.0,1.0,-0.3,-1.8,-1.3,3.4,3.6
NTR1 agonist cell count 20 µM,56,67,76,64,51,55,53,92
MgcRacGAP inhibition,14%,5%,0%,-2%,99%,0%,5%,6%
GPR55 beta-arrestin,0.2%,-0.1%,0.0%,2.9%,0.4%,-0.2%,-0.7%,0.3%
GPR55 LPI antagonism,2%,4%,-9%,-4%,-18%,5%,-8%,-2%

Quoted from the listing.
MgcRacGAP inhibition, compound 8 is entered as -8%
GPR35 arrestin U2OS, compound 18 is entered as 5%

Going on with the list.
25) CC(C)OCCCNC(=O)c1ccc2c(c1)NC(=O)c1ccccc1S2
26) CCCOc1ccc(C(=O)Nc2ccc3c(c2)OCO3)cc1
27) COc1ccc(NC(=O)Nc2ccc3c(c2)CCC3)cc1OC
28) OC(COc1ccc(CNCc2cccnc2)cc1)CN1CCc2ccccc2C1 (stereo not given)
29) O=C(COc1ccc2ccccc2c1Br)N1CCN(c2ccccn2)CC1
30) CCN1CCN(C(=O)CCc2nc3ccccc3n2-c2ccccc2)CC1
31) O=C(c1cccc(Cl)c1)N1CCC(N2CCC(C(=O)N3CCOCC3)CC2)CC1
32) COc1ccc(-c2nnc3n2CCCCC3)cc1
entry no.,25,26,27,28,29,30,31,32
GPR35 arrestin U2OS,-7%,17%,-11%,0%,2%,-23%,3%,-1%
NOD1 NF-kB reporter,-7%,-77%,-33%,-15%,-27%,-18%,-35%,-11%
KOR beta-arrestin-1,-7.3%,1.8%,1.1%,.,3.7%,-4.1%,1.2%,-5.3%
K1F lysis inhibition,2.4%[50 µM],1.8%[50 µM],0.6%,-0.2%,-2.2%,1.3%[50 µM],-0.4%,0.2%
KOR beta-arrestin-2,7%,-3%,-6%[20 µM],24%[20 µM],-11%,32%,-19%,-10%
NTR1 agonist,-0.7,3.2,1.0,-0.3,4.1,0.1,-0.6,3.9
NTR1 agonist cell count 20 µM,73,73,84,90,71,75,33,53
MgcRacGAP inhibition,3%,5%,4%,2%,8%,5%,6%,8%
GPR55 beta-arrestin,-0.3%,-0.1%,-0.1%,-0.1%,-0.1%,-0.1%,0.0%,-0.2%
GPR55 LPI antagonism,1%,-39%,-2%,21%,0%,-4%,14%,2%

33) CCOC(=O)c1c(N=CN(C)C)c2cc([N+](=O)[O-])cnc2n1C
34) CCn1c(CNC(=O)c2cccnc2)cc2ccccc21
35) COc1ccccc1NC(=O)CSc1nnc2ccc(-c3cccnc3)nn12
36) Cc1cc(=O)[nH]c(SCC(=O)N2CCc3ccccc3C2)n1
37) COC(=O)COc1nc(C)c2c(c1C#N)CC(C)(C)OC2
38) Cc1cc(NS(=O)(=O)c2ccc(NC(=O)COc3c(C)cc(Br)cc3C)cc2)no1
39) Cc1ccc2nc(-c3ccccc3)oc(=O)c2c1
40) O=C(Nc1ccc(F)cc1)N(Cc1cccs1)Cc1cc2cc3c(cc2[nH]c1=O)OCO3
entry no.,33,34,35,36,37,38,39,40
GPR35 arrestin U2OS,11%,20%,4%,-6%,-1%,-6%,4%,-7%
NOD1 NF-kB reporter,-10%,-17%,-40%,-9%,13%,-1%,-39%,-10%
KOR beta-arrestin-1,-2.3%,0.5%,-0.3%,-0.9%,0.2%,-2.1%,4.1%,6.1%
K1F lysis inhibition,-0.1%,-0.2%,0.3%,0.6%,-0.1%,-0.1%,0.7%,2.6%[50 µM]
KOR beta-arrestin-2,27%,7%,-6%,0%,0%,21%,-51%[20 µM],0%
NTR1 agonist,1.0,-0.3,1.5,1.4,-0.8,1.0,-0.4,14
NTR1 agonist cell count 20 µM,76,64,66,78,40,50,57,70
MgcRacGAP inhibition,4%,8%,1%,11%,-1%,-3%,7%,10%
GPR55 beta-arrestin,0.9%,-0.1%,0.6%,-0.1%,-0.2%,-0.2%,0.3%,0.5%
GPR55 LPI antagonism,9%,3%,-1%,-4%,2%,8%,10%,5%

41) CCCCCC(=O)Nc1cc(S(=O)(=O)N2CCOCC2)ccc1N1CCN(C)CC1
42) O=C(NCc1cccs1)C1CCC(CNS(=O)(=O)c2ccccc2)CC1 (stereo not given)
43) CN(CCOc1ccc(Cl)cc1)C(=O)C1CCN(C(=O)c2ccc(F)cc2)CC1
44) CCc1ccccc1NC(=O)CSc1n[nH]c(-c2cccnc2)n1
entry no.,41,42,43,44
GPR35 arrestin U2OS,12%,0%,-12%,14%
NOD1 NF-kB reporter,-34%,-45%,-14%,18%
KOR beta-arrestin-1,-0.6%,-1.2%,0.6%,1.7%
K1F lysis inhibition,0.0%,-0.5%,-0.3%,0.3%
KOR beta-arrestin-2,15%,-11%,26%,-34%
NTR1 agonist,-1.0,-0.4,-0.3,1.2
NTR1 agonist cell count 20 µM,64,33,63,54
MgcRacGAP inhibition,4%,6%,5%,2%
GPR55 beta-arrestin,-0.1%,0.0%,-0.1%,-0.1%
GPR55 LPI antagonism,21%,-1%,12%,2%
